Compound activity deposited in PubChem BioAssay by several laboratories.
Myeloid diff MLP – compounds promoting myeloid differentiation; ER-HoxA9 myeloid progenitors, lysozyme-GFP differentiation, flow cytometry; calls only at 10 µM; actives 1% (n = 360,000); AID 624256;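 active = normalized GFP-positive differentiation at or above the plate's own cutoff, the solvent-only control mean plus 3 SD; inconclusive = no clear call, values can overlap the other calls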;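 note: cells exposed to compound for four days before flow analysis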
LYP phosphatase – inhibitors of LYP phosphatase, biochemical, fluorescence intensity, uHTS (AID 1779). recombinant LYP phosphatase, fluorescence intensity; higher % means a stronger effect. inhibition, % at 11.5 µM, or IC50 in µM where a hit was titrated. actives 0.054% (n = 290,000); in the data active = inhibition above about 50%;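 note: plate controls were vehicle with enzyme for no effect and no enzyme for full effect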
Myeloid diff MLP GFP+ MAC1+ % – recorded beside Myeloid diff MLP, whose call it bears; GFP+ MAC1+ double positive, %; measured here: differentiation confirmed by MAC1 staining
Active calls of the source: *; i = inactive; ? = inconclusive; / = not tested or not shown; + = active, no number. Not all compounds are listed; the hit share may differ from the screen's.

SMILES	Myeloid diff MLP	Myeloid diff MLP GFP+ MAC1+ %	LYP phosphatase
COc1ccc(OC)c(S(=O)(=O)N2CCC(C(=O)NC3CC3)CC2)c1	i	0.7	-6%
COc1ccc(NC(=O)CCn2c(=O)c3cccn3c3ccccc32)c(OC)c1	i	0.5	-11%
CCN(CC(=O)NCc1ccc(F)cc1)C(=O)CN1CCN(c2ccccc2OC)CC1	i	0.3	-7%
Cc1ccc(NC(=O)CSc2nnc(C)c(=O)n2N)cc1Cl	i	0.0	-7%
COc1ccc(Cc2nnc(NS(=O)(=O)c3ccc(NC(C)=O)cc3)s2)cc1	i	2.3	-4%
CC(=O)Nc1ccc(S(=O)(=O)NNC(=O)c2ccc3c(c2)OCO3)cc1	i	0.6	-8%
Cc1cccc2c1cnn2C(=O)Nc1cc(F)ccc1F	i	0.6	-2%
CNC(=O)COc1coc(CN2CCN(c3ccc(OC)cc3)CC2)cc1=O	i	2.4	2%
COc1ccccc1CC(=O)Nc1cccc(S(=O)(=O)N2CCOCC2)c1	i	3.6	-10%
Cc1ccccc1C(=O)N1CCCC(CCC(=O)N2CCN(c3ccccn3)CC2)C1 (configuration not stated)	i	2.3	-7%
CCCC(=O)N(Cc1cc(=O)[nH]c2ccccc12)c1cccc(C)c1	i	0.5	-2%
Cc1cc(C)c2nc(-c3cccc(Cl)c3)c(C)c(C(=O)N3CCOCC3)c2c1	?	/	-5%
COc1ccc(CNC(=O)c2cc(=O)c3cc(C)cc(C)c3o2)cc1	i	0.7	-9%
CCOc1ccc(S(=O)(=O)N(C)C2CCCCC2)cc1	i	1.3	-11%
Cc1cc(O)c2c(CN3CCN(Cc4ccccc4)CC3)cc(=O)oc2c1	i	0.7	-8%
COc1ccc(CCNC(=O)C(=O)NCC2OCCN2S(=O)(=O)c2ccc(OC)c(C)c2)cc1 (configuration not stated)	i	0.8	-11%
COc1ccc(OC)c(-c2csc(NC(=O)Cc3ccc(F)cc3)n2)c1	i	0.2	-1%
Cc1cccc(C)c1NC(=O)CNC(=O)c1cccnc1	i	0.3	-7%
CC(C)C(=O)N1CCN(c2ccccc2NC(=S)NC(=O)c2ccco2)CC1	?	/	-3%
Cc1ccccc1C(=O)N1CCN(S(=O)(=O)c2ccccc2)CC1	i	0.8	-1%
N#Cc1cccc(S(=O)(=O)N2CCN(c3ccnc4cc(Cl)ccc34)CC2)c1	i	0.3	1%
CCN(CC)CCNC(=O)C(=O)Nc1cc2c3c(c1)CCC(=O)N3CCC2	i	0.6	-14%
COc1ccccc1N1CCN(C(CNS(=O)(=O)c2ccccc2)c2ccccc2)CC1 (configuration not stated)	i	2.9	-5%
O=C(Cc1ccc(Cl)cc1)N1CCOCC1	i	1.6	-2%
COC(=O)c1ccc(N(CC(=O)NCC2CCCO2)C(=O)CCC(=O)Nc2cc(C)on2)cc1 (configuration not stated)	i	0.6	-7%
O=C(NC1CC2CCCC(C1)N2C(=O)Nc1ccccc1)C1CC1 (configuration not stated)	i	0.4	-11%
CCOc1cccc(CNCCCSc2ncccn2)c1	i	0.6	-11%
CC(Sc1ncnc2sc(-c3ccccc3)cc12)C(N)=O (configuration not stated)	i	0.0	-5%
COc1ccc(NC2CCCN(C(=O)c3ccccc3N3CCOCC3)C2)cc1OC (configuration not stated)	i	0.7	-6%
O=C(CCS(=O)(=O)c1ccc(Cl)cc1)N1CCCc2ccccc21	i	1.7	-7%

6 compounds already listed, ordered by the value under Myeloid diff MLP GFP+ MAC1+ %, descending:
molecule,Myeloid diff MLP GFP+ MAC1+ %
CNC(=O)COc1coc(CN2CCN(c3ccc(OC)cc3)CC2)cc1=O,2.4
Cc1cc(O)c2c(CN3CCN(Cc4ccccc4)CC3)cc(=O)oc2c1,0.7
CCN(CC)CCNC(=O)C(=O)Nc1cc2c3c(c1)CCC(=O)N3CCC2,0.6
CCCC(=O)N(Cc1cc(=O)[nH]c2ccccc12)c1cccc(C)c1,0.5
O=C(NC1CC2CCCC(C1)N2C(=O)Nc1ccccc1)C1CC1 (configuration not stated),0.4
Cc1cccc(C)c1NC(=O)CNC(=O)c1cccnc1,0.3

Going on with the list:
SMILES	Myeloid diff MLP	Myeloid diff MLP GFP+ MAC1+ %	LYP phosphatase
COc1ccc(OC)c(NC(=O)c2ccccc2N(C)S(=O)(=O)c2ccc(C)cc2)c1	i	0.3	-8%
Cc1ccc(S(=O)(=O)NCC(=O)NCC2CCCCC2)cc1C	i	1.4	-6%
CC(=O)Nc1ccc(S(=O)(=O)NCC2CCC(C(=O)N3CC(C)CC(C)C3)CC2)cc1 (configuration not stated)	i	0.4	-10%
O=C(C1CC(=O)N(c2ccc(Cl)cc2)C1)N1CCCCCC1 (configuration not stated)	i	1.8	-8%
CCc1ccc(NC(=O)C2CCN(c3c(N4CCCC4)c(=O)c3=O)CC2)cc1	i	2.0	-3%
COC(=O)[C@@H](Cc1ccccc1)NC(=O)NCCc1ccccc1	i	0.5	-10%
CN1C(=O)[C@@H]2[C@H](C1=O)[C@@H]1C(=O)Nc3ccccc3C(=O)N1[C@@H]2c1ccc(F)cc1	i	1.7	-10%
COc1cccc(C(=O)Nc2ccc3c(C)cc(=O)oc3c2)c1	i	0.5	-3%
CCCc1nc(SCC(=O)Nc2nccs2)c2ccccc2n1	i	1.2	-7%
CCn1cc(C(=O)N(C)c2ccccc2F)c2cc(OC)c(OC)cc2c1=O	i	0.2	0%

Four entries from above, in CSV form.
compound,Myeloid diff MLP,Myeloid diff MLP GFP+ MAC1+ %,LYP phosphatase
COc1ccc(NC(=O)CCn2c(=O)c3cccn3c3ccccc32)c(OC)c1,i,0.5,-11%
CCN(CC(=O)NCc1ccc(F)cc1)C(=O)CN1CCN(c2ccccc2OC)CC1,i,0.3,-7%
Cc1ccc(NC(=O)CSc2nnc(C)c(=O)n2N)cc1Cl,i,0.0,-7%
COc1ccc(Cc2nnc(NS(=O)(=O)c3ccc(NC(C)=O)cc3)s2)cc1,i,2.3,-4%

Further compounds
SMILES	Myeloid diff MLP	Myeloid diff MLP GFP+ MAC1+ %	LYP phosphatase
CCCCc1cc(=O)oc2cc(C)cc(OCC(=O)N3CCC(C(N)=O)CC3)c12	i	2.1	-5%
O=C(c1ccc(OC2CCN(Cc3ccccc3C(F)(F)F)CC2)cc1)N1CCCCC1	i	1.4	-10%
Cc1cc(C)cc(C(=O)N(C)C2CCCN(Cc3ccccc3F)C2)c1 (configuration not stated)	i	0.3	0%
CC(=O)c1ccc(NC(=O)[C@@]2(CC(=O)O)CC(/C=C/c3ccccc3)=NO2)cc1	i	0.6	-5%
O=C(CN(Cc1ccccc1Cl)C(=O)c1csnn1)NCc1ccc(F)cc1	i	1.7	-6%
O=C(NC1CCCc2c1cnn2-c1ccccc1F)c1ccccc1N1CCOCC1 (configuration not stated)	i	1.4	-4%
COc1cccc(CNC(=O)Cn2nc([N+](=O)[O-])c(Br)c2C)c1	i	0.4	-10%
CCC(NC(=O)c1cc(COc2cncc(Cl)c2)on1)c1ccncc1 (configuration not stated)	i	3.0	-12%
O=c1nc2ccc(Cl)cn2c2ccc(S(=O)(=O)N3CCCCC3)cc12	i	0.3	-18%
CCCc1cc(=O)oc2cc(OCC(=O)N3CCC(C(N)=O)CC3)ccc12	i	2.4	-8%
O=C(NCCCN1CCOCC1)c1cc(-c2ccc(Cl)c(Cl)c2)on1	i	1.6	-2%
O=C(CN1C(=O)COc2ccc(Cl)cc21)NCC1CCCO1 (configuration not stated)	i	0.7	-13%
CC(=O)c1ccc(N2CCN(S(=O)(=O)c3c(C(=O)N4CCCC4)c(C)n(C)c3C)CC2)cc1	i	0.6	-10%
O=C1c2ccccc2-c2nc3ccccc3cc21	i	0.6	-4%
CN(C)c1cccc(C(=O)OCC(=O)N(C)c2ccccc2)c1	i	1.4	-5%
COc1ccc(C2Nc3ccccc3NC3=C2C(=O)CC(C)(C)C3)cc1 (configuration not stated)	i	0.5	-3%
Cc1ccc(C)c(NC(=O)CCc2nnc3ccc(NCc4ccco4)nn23)c1	i	1.4	-4%
CN1CCN(NC(=O)Nc2cccc(F)c2)CC1	i	0.7	-7%
CC(C)(C)c1ccc(NC(=O)c2cc[n+]([O-])cc2)cc1	i	0.8	-3%
COn1c(-c2ccccc2)c(C=O)c2ccccc21	i	0.7	-6%
Cc1cc(C)cc(NC(=O)C2CCCN2S(=O)(=O)c2ccc3c(c2)C(C)(C)C(=O)N3C)c1 (configuration not stated)	?	/	-10%
COc1ccc(OC)c(NC(=O)[C@@]2(CC(=O)O)CC(/C=C/c3ccccc3)=NO2)c1	i	0.7	-6%
Cc1ccc(S(=O)(=O)NC(=O)Nc2ccc(N(C)C)cc2)cc1	i	4.2	-3%
COc1cc(Cc2nccc3cc(OC)c(OC)cc23)c(NC(C)=O)cc1OC	i	0.7	-8%
COc1cccc(NC(=O)C2COc3ccccc3O2)c1 (configuration not stated)	i	0.8	-11%
COc1ccc(-c2c(C)nn3c(N4CCCCCC4)cc(C)nc23)cc1OC	i	0.2	-6%
CN1CCN(S(=O)(=O)c2ccc(NC(=O)Cc3ccc([N+](=O)[O-])cc3)cc2)CC1	i	1.3	-16%
O=C(c1ccc2[nH]c(=O)c(=O)[nH]c2c1)N1CCN(c2ccccc2)CC1	?	/	-8%
COc1ccccc1CCN=C(N)NS(=O)(=O)c1ccccc1F	i	3.4	-12%
CC1(C(=O)N2CCN(Cc3ccccc3Cl)CC2)CC1(Cl)Cl (configuration not stated)	i	0.4	-9%
CN(C)C(CNC(=O)Cc1cccc(C(F)(F)F)c1)c1ccccc1 (configuration not stated)	i	0.5	-5%
COc1ccc(N/C=C/C(=O)c2ccccc2)cc1	i	0.6	-9%
COc1ccc(S(=O)(=O)N2CCCC(C(=O)NCc3ccc(F)cc3)C2)cc1 (configuration not stated)	i	2.1	-7%
COc1cc(OC)c(NC(=O)c2cncn2-c2ccc(F)cc2)cc1Cl	i	1.8	-11%
COC(=O)c1ccc(C(=O)OC)c(NC(=O)c2cccnc2)c1	i	0.8	-10%
CCCOc1ccc(/C=C/c2c([N+](=O)[O-])c(=O)n(C)c(=O)n2C)cc1	i	0.2	-5%
CCCCS(=O)(=O)N1CCCC(C(=O)Oc2ccc(Cl)cc2)C1 (configuration not stated)	i	0.2	-12%
COc1cc(C(=O)N2CCN(C(=O)C3COc4ccccc4O3)CC2)cc(OC)c1OC (configuration not stated)	i	0.0	-6%
Cc1cc(OC(C)C(=O)N2CCN(c3ccc(F)cc3)CC2)c2c(C)c(C)c(=O)oc2c1 (configuration not stated)	i	3.8	-4%
O=C(Cc1nnc(NC(=O)c2cccc([N+](=O)[O-])c2)s1)NCc1ccccc1	i	0.8	-5%
Cc1c(C(=O)N2C[C@@H](C)O[C@@H](C)C2)oc2c(F)cccc12	i	3.9	-13%
Cc1cccc(NC(=O)CCS(=O)(=O)c2ccc3c(c2)oc(=O)n3C)c1	i	2.6	-9%
CC(OC(=O)/C=C/c1cccs1)C(=O)NC1CCCCC1C (configuration not stated)	i	0.8	-7%
O=C1CSC(=S)N1c1cccc(Cl)c1	i	0.3	-7%
CC(=O)c1cc2c(cc1NC(=O)CN1Cc3ccccc3C1=O)OCO2	i	0.0	-10%
COc1cc(NS(=O)(=O)c2ccc(NC(=O)COc3cccc(C)c3)cc2)nc(OC)n1	i	3.0	-2%
NS(=O)(=O)c1ccc(CCNC(=O)CCCn2ncn3c(cc4occc43)c2=O)cc1	i	2.4	-9%
Cc1onc(-c2ccccc2)c1C(=O)N1CCN(c2ncccc2C(F)(F)F)CC1	i	0.6	-5%
CCOC(=O)C1CCN(S(=O)(=O)c2ccc(-c3ccc(=O)[nH]n3)o2)CC1	i	3.0	-12%
CC1(C)CC(NC(=O)C(c2ccccc2)c2ccccc2)CC(C)(C)N1	i	0.4	-7%

New compounds follow
SMILES	Myeloid diff MLP	Myeloid diff MLP GFP+ MAC1+ %	LYP phosphatase
O=C1Nc2ccccc2/C1=C/c1ccccc1Cl	i	0.1	1%
CCOc1ccc(N2CC(C(=O)Nc3ccccc3C(=O)N3CCOCC3)CC2=O)cc1 (configuration not stated)	i	2.5	-10%
COc1cccc(NC(=O)Cn2nnc(C(=O)Nc3cc(Cl)ccc3OC)c2N)c1	i	11	-10%
O=C1COc2ccc(S(=O)(=O)CCC(=O)N3CCN(c4ccccc4)CC3)cc2N1	i	5.8	-10%
CC(C)=C(NC(=O)c1ccccc1)C(=O)NC(Cc1ccccc1)C(=O)O (configuration not stated)	i	0.7	-5%
COc1cccc(C(=O)C2CCCN(C(=O)c3ccccn3)C2)c1 (configuration not stated)	i	1.7	-8%
CN(CC(=O)Nc1c(Cl)cccc1Cl)C(=O)c1ccncc1	i	0.6	-11%
CCN(Cc1ccccc1)S(=O)(=O)c1c(C)[nH]c(C)c1C(=O)N1CCCC1	i	0.7	-10%
COc1ccc(CNCCCC(=O)Nc2c(Cl)ccc(C)c2Cl)cc1OC	i	2.5	-3%
CCn1nc(C)c(CN2CCC(n3nccc3NC(=O)Cc3ccccc3)CC2)c1C	i	0.3	-7%
CCOC(=O)CCCNC(=O)CN1CCC(c2nc3ccccc3s2)CC1	i	0.5	0%
COc1cc(/C=N/NC(=O)c2ccncc2)cc2c1OCO2	i	0.6	-2%
O=C(CN(C(=O)CCC(=O)Nc1ccccn1)C1CCCC1)NCc1ccc(F)cc1	i	0.5	-4%
O=[N+]([O-])c1cc([N+](=O)[O-])c(Oc2ccc(Cl)c3cccnc23)cc1NN1CCCCC1	+	3.9*	-1%
COc1cccc(CN2CC(C(=O)N3CCN(C(C)C)CC3)CCC2=O)c1 (configuration not stated)	?	/	-9%
Cc1cc(N2CCOCC2)nc2ccc(NC(=O)CCC(=O)N3CCN(c4ccccc4)CC3)cc12	i	0.5	-10%
O=C(C1CCCN(S(=O)(=O)c2ccc(Br)cc2)C1)N1CCOCC1 (configuration not stated)	i	0.4	-6%
